# Screens (PubChem)
# GC-A act: GC-A (human) enzyme activation. HEK293 GC-A cells, cGMP TR-FRET, EC30 ANP; 0% at EC30 ANP, 100% saturating ANP. activation, % at 10 µM. 0.14% of 370,000 active; in the data active means activation above about 40%
# Target sequence (P16066 whole entry, looked up): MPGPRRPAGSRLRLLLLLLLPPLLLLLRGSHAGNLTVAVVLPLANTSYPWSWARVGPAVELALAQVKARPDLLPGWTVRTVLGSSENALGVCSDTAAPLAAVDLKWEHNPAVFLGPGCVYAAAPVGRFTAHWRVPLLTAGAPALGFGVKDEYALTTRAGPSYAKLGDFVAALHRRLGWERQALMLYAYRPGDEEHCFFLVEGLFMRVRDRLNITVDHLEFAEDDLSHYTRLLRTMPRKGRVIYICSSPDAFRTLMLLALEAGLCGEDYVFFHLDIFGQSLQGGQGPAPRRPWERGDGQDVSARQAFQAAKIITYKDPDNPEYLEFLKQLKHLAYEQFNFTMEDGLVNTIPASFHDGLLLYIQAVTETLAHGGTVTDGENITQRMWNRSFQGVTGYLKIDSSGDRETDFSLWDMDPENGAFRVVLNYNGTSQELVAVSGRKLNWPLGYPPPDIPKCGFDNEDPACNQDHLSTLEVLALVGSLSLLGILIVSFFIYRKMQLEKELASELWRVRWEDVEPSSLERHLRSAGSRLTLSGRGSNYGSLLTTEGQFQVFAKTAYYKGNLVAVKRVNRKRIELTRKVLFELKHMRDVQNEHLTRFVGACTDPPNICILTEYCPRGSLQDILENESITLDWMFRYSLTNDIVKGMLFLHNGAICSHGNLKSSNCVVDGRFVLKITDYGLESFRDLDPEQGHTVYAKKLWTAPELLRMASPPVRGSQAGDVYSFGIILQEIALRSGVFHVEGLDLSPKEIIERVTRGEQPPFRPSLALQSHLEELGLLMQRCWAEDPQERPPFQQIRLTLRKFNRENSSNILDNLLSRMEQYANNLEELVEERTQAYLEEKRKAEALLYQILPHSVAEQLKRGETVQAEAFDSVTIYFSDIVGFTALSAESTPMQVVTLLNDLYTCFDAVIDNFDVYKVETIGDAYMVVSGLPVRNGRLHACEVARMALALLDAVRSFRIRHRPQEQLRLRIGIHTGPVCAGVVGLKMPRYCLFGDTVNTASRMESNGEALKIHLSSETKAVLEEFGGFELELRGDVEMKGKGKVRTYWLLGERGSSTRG
# ssDAF12 agonist: activators of S. stercoralis DAF-12 nuclear receptor. 1% of 370,000 active. AID 652126. activation, % at 6.8 µM. HEK293 ssDAF-12/GRIP1 lit1-tk-luc reporter, luminescence; % of 3 µM dafachronic acid response;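 active means activation above the mean over all tested compounds plus 3 SD, cut at about 0.9% in these data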;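 further: 0% = DMSO-only wells and 100% = 3 µM delta7-dafachronic acid wells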
# ADAM10 inh: inhibitors of human ADAM10. O14672. recombinant ADAM10, EDANS/DABCYL FRET peptide cleavage, 3 h. inhibition, % at 7 µM. 0.62% of 370,000 active;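 active means inhibition above a per-campaign cutoff equal to the mean of compounds falling between control-based bounds plus 3 SD, cut at about 20% in these data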;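 further: 0% = DMSO wells while the 100% control is not disclosed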
# hcDAF12 agonist: activates DAF-12 receptor from parasite H. contortus. HEK293 hcDAF-12 lit1-tk-luc reporter, luminescence; 0% DMSO, 100% Δ7-dafachronic acid. activation, % at 6.8 µM. 1.4% of 370,000 active;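 active means activation above the mean of all tested compounds plus 3 SD, cut at about 5.5% in these data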;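 further: 100% = response to 3 µM Δ7-dafachronic acid high control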
# hgDAF12 agonist: activates the H. glycines DAF-12 receptor ligand-binding domain; HEK293 GAL4-hgDAF12 UAS-luciferase reporter, agonist luminescence; normalized to butyrate control; activation, % at 6.8 µM; 1.8% of 370,000 active; AID 687014;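 active means activation above a cutoff set at the mean of all screened compounds plus 3 SD, cut at about 10% in these data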;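 further: 0% = DMSO wells and 100% = sodium butyrate wells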
# DAX1 inh-1: NR0B1 (DAX1) inhibition; P51843; HEK293 Gal4-DAX1 luciferase reporter, luminescence; inhibition, % at 6.75 µM; 0.99% of 340,000 active; AID 504766;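 active means inhibition above the mean over all tested compounds plus 3 SD, cut at about 4.2% in these data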;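 further: 0% = DAX1-transfected cells with DMSO and 100% = empty-vector control cells with DMSO; inhibition shows as a rise in luminescence from relieved DAX1 repression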
# PG9 Ab binder: binds the HIV-1 gp120 antibody PG9. TR-FRET gp120-PG9 antibody binding. inhibition, % at 6.7 µM. 0.43% of 360,000 active. AID 624416; in the data active means inhibition above about 8.5%
# DAX1 inh-2: inhibitors of DAX1 repression of SF-1 activated StAR promoter | HEK293T StAR-luciferase reporter, SF-1/DAX-1 repression relief | inhibition, % at 6.8 µM | 1.1% of 370,000 active | AID 652010;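 active means inhibition above the mean over all tested compounds plus 3 SD, cut at about 3.6% in these data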;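 further: 0% = DAX-1 cells with DMSO and 100% = cells lacking DAX-1 with DMSO; higher inhibition means more luminescence from relief of DAX-1 repression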
# SMARCA2 act: activators of SMARCA2 function; activation, % at 9.1 µM; MG213 cells, MMTV-luciferase reporter, dexamethasone, overnight; AID 652017; 1% of 370,000 active; in the data active means activation above about 7.8%;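 further: 0% = vehicle wells and 100% = reference activator wells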
# ADAM17 inh: inhibitors of human ADAM17; P78536; recombinant ADAM17, EDANS/DABCYL FRET peptide cleavage; inhibition, % at 6.95 µM; 0.83% of 370,000 active;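 active means inhibition above the mean of compounds lying between control limits plus 3 SD, set per campaign, cut at about 8.5% in these data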;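 further: 0% = DMSO-only wells as the low control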
# GAA850 FXN act: activators of GAA850 frataxin (FXN) promoter; HEK293 lucGAA850 FXN promoter luciferase reporter, 24 h; percent of 10 µM SAHA response; activation, % at 6 µM; 0.56% of 360,000 active;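 active means activation above the average of all compounds screened plus 3 SD, cutoff fixed separately per campaign, cut at about 7.5% in these data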;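 further: 0% = DMSO wells and 100% = 10 µM SAHA wells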
# Active calls of the source: *; nt = not tested or not shown. The list is partial; the hit share may differ from the screen's.
SMILES,GC-A act,ssDAF12 agonist,ADAM10 inh,hcDAF12 agonist,hgDAF12 agonist,DAX1 inh-1,PG9 Ab binder,DAX1 inh-2,SMARCA2 act,ADAM17 inh,GAA850 FXN act
O=C1Nc2ccccc2Sc2ccccc21,3,-2.1,-4,-1.4,-5.9,-2.0,-0.4,0.5,-2,-4,0.5
O=C1NC(=O)C(CCc2ccncc2)(CCc2ccncc2)C(=O)N1Cc1ccccc1,-4,-1.3,3,-1.5,-3.8,-0.4,-1.4,-0.3,4,-1,0.5
O=c1c2ccccc2nc(Cc2ccccc2)n1-c1ccc(O)cc1,-15,-2.0,0,-2.4,-1.9,1.6,-0.8,-0.7,0,-4,2.8
CCOC(=O)C1(Cc2ccc(Cl)cc2)CCN(C(C)CCn2cccn2)CC1 (configuration not stated),-8,-0.2,-6,-1.1,2.0,0.0,-0.5,-0.6,-3,0,-4.5
CN(C(=O)Oc1cccc2cccnc12)c1ccccc1,-4,-1.2,0,-0.9,-1.3,-1.1,-3.6,0.0,-1,0,-1.8
CCOc1c(Cl)cc(CNC(C)C(O)c2ccccc2)cc1OC (configuration not stated),-5,-0.5,-4,0.0,-2.5,0.6,-1.3,0.0,-5,-4,0.4
CC12CN3CC(c4ccccc4)(CN(C1)C31CCCCC1)C2=O,3,-0.9,-3,1.4,1.9,0.3,-2.0,0.1,0,-1,0.2
O=C(N/N=C/c1c(O)n(Cc2ccc(F)cc2)c(=O)[nH]c1=O)c1ccccc1O,-8,-0.7,-36,3.7,1.7,0.9,0.7,0.3,-2,-14,3.7
CN1C(=O)C(=Cc2ccc(SC3CCCCC3)o2)C(=O)N(C)C1=O,47*,-1.3,-7,-0.7,1.8,3.0,-2.2,0.1,1,1,1.6
CC(C)C[C@H]1COc2cc(N3CCN(C)CC3)ccc2S(=O)(=O)N1,-1,-1.3,-7,0.4,0.6,nt,1.1,0.3,-4,1,nt
CC(NS(C)(=O)=O)c1nnc2n1-c1ccc(Br)cc1C(c1ccccc1Cl)=NC2 (configuration not stated),4,-0.5,-7,-0.7,-3.3,-1.1,0.0,-0.4,-1,-6,0.7
C=C1[C@@H](OC(C)=O)[C@]23C[C@@H]1[C@@H](OC(C)=O)CC2[C@]12C4C[C@H]3[C@H]1N(CC)C[C@]4(C)CC[C@@H]2O (some centres not stated),1,-1.5,3,-2.3,-3.3,1.6,-0.2,-1.3,0,3,0.9
CC1=NN(c2ccccc2)C(=O)C1/C=C1/C(=O)NC(=O)N(c2cc(C)cc(C)c2)C1=O (configuration not stated),1,-1.1,-16,0.1,-2.3,-0.2,-0.2,-0.1,-4,-5,1.6
CCc1cc(OC)c(CCN)cc1OC,0,-0.5,-6,-1.6,0.5,nt,-1.0,0.4,0,-1,nt
C=CCOC(=O)C1=C(C)OC(N)=C(C(=O)OCC)C12C(=O)N(CC(N)=O)c1ccccc12 (configuration not stated),-2,-0.9,0,-1.0,-1.1,1.0,1.0,0.8,-4,-4,-0.8
O=C(Nc1c(F)cc(F)cc1F)c1cccn(Cc2ccccc2)c1=O,1,-0.6,0,-2.7,1.7,0.6,-3.2,-0.1,-3,0,3.8
CCCNS(=O)(=O)c1ccc(OCC(=O)N2CCN(Cc3ccc4c(c3)OCO4)CC2)c(C)c1,2,-1.9,-2,-3.1,-2.2,-3.9,-0.8,-8.6,-4,-2,-1.1
O=[N+]([O-])c1ccc(O)c([N+](=O)[O-])c1,1,0.4,5,-0.8,-2.7,-0.7,-1.8,1.0,-6,6,0.1
COc1cc(/C=C/[N+](=O)[O-])ccc1OC(=O)c1cccnc1,4,1.3*,4,4.7,-1.6,0.5,-2.6,-0.2,-1,-1,2.4
Cc1cccc(N2C(=O)NC(=O)/C(=C\c3ccc4c(c3)CCCN4Cc3ccccc3)C2=O)c1,24,0.0,-21,2.4,-0.3,-0.5,0.3,-1.7,2,-6,2.9
Oc1cc(Cl)c(Cl)cc1Cl,1,-1.3,8,-0.6,-0.7,nt,-1.1,1.6,0,0,nt
C=C1C2[C@H](OC(C)=O)[C@@H]3CC(=O)[C@]4(C)OC[C@@]3(C)[C@@]4(O)[C@@H](OC(C)=O)[C@H](OC(C)=O)[C@@]2(COC(=O)c2ccccc2)[C@@H](OC(C)=O)C[C@@H]1O (some centres not stated),3,-1.1,-15,1.2,4.1,1.6,-0.5,0.3,0,-3,1.1
CC(=NCCCO)c1c(O)[nH]c(=O)[nH]c1=O,-1,-1.2,4,-0.2,-2.0,nt,1.1,0.2,-1,-3,1.0
O=C(COc1ccc(Br)cc1)N1CCN(C2CCCC2)CC1,5,-0.9,2,-2.0,-1.5,-0.1,-0.2,0.7,1,0,0.7
CCN(CC)C(=O)c1ccc(NC(=O)COc2ccc([N+](=O)[O-])cc2Cl)cc1,2,-1.5,11,-1.9,0.6,-0.3,-2.4,0.1,-4,2,-0.3
# Next records follow:
SMILES,GC-A act,ssDAF12 agonist,ADAM10 inh,hcDAF12 agonist,hgDAF12 agonist,DAX1 inh-1,PG9 Ab binder,DAX1 inh-2,SMARCA2 act,ADAM17 inh,GAA850 FXN act
OC(CCNCCc1c[nH]c2ccccc12)C(F)(F)Cl (configuration not stated),-3,0.0,-6,-2.3,0.2,-0.3,-2.3,-0.2,2,1,0.0
CCCCn1c(O)c(C(CC)=NCc2cc(OC)cc(OC)c2)c(=O)[nH]c1=O,-1,-0.8,1,-1.0,0.4,-1.3,-2.5,-0.8,2,-2,1.2
C=C1C(=O)O[C@H]2C[C@@H](C)[C@@H]3C=CC(=O)[C@@]3(C)C[C@H]12,4,-0.7,1,1.6,-7.3,nt,-1.8,-3.0,-8,-2,nt
CCN1CCN(c2nc3c(c(=O)[nH]2)CCC3)CC1,-1,-1.0,-6,-0.3,-2.7,0.0,-0.4,0.1,-4,-2,-0.5
CCOC(=O)C1(c2ccccc2)CCN(CCC(=O)Nc2ccc(OC)cc2)CC1,-2,-1.1,-12,-1.5,-0.6,-0.8,-1.0,-1.1,1,-1,-2.8
CCOP(=S)(OCC)Oc1cc(C)oc(=O)c1Cl,6,-1.6,1,0.4,0.0,1.4,2.3,0.5,-3,-2,1.2
S=P(NCCNP(=S)(N1CC1)N1CC1)(N1CC1)N1CC1,3,-1.6,-26,1.4,-4.9,-1.5,2.1,-1.8,-3,-4,-3.1
COC(=O)C1=C(c2ccccc2OCc2ccccc2)C[C@@H]2CC[C@H]1N2C(=O)NCCOc1ccccc1,-9,-1.6,3,-2.3,-4.0,-1.5,-1.6,-0.9,-2,6,-5.0
O=C(c1ccccc1F)c1cn(CC(=O)N2CCCCC2)c2ccccc12,-3,-0.4,-2,-0.8,-1.4,0.3,-1.3,-1.5,-3,-2,-1.0
CC12CCC3C(CCC4CC(=O)OCC43C)C1CCC2O (configuration not stated),0,-0.5,4,-2.2,2.5,-0.1,-0.3,0.3,-3,8,-1.0
CCCC[N+]12CCC(CC1)C(=C(c1ccccc1)c1ccccc1)C2,-1,-1.4,10,-0.5,-0.2,-1.4,-0.1,-0.3,-5,8,0.9
O=S1(=O)NCC2(CC2)CN1Cc1ccccc1,-2,-1.2,-5,-0.5,-0.5,nt,-1.8,0.0,-2,-3,nt
COCCO[C@H]1CC[C@@]2(C)C(=CCC3C2CC[C@@]2(C)C3CC[C@]2(C)O)C1 (some centres not stated),2,-0.4,-5,-0.3,11*,-0.9,-0.6,-0.5,-4,4,0.0
COc1cccc(CCNCc2ccc(SC)cc2)c1,-4,-0.6,3,1.2,0.5,2.1,-1.3,0.2,-1,1,-3.9
CN(C)CC1CSCCC1(O)c1ccc(C(F)(F)F)cc1 (configuration not stated),-4,-1.4,-2,0.1,-2.5,-0.5,0.9,0.4,-2,0,-1.3
Fc1ccc(C[n+]2c(-c3ccccc3)cc(-c3ccccc3)cc2-c2ccccc2)cc1,-6,-1.3,-94,-2.0,-4.1,nt,-0.9,-1.7,-1,-30,nt
CCN1C(=O)NC(=O)/C(=C\c2cn(CC(=O)N3CCCCC3)c3ccccc23)C1=O,19,-0.8,3,0.1,0.0,0.1,-2.1,0.6,-2,0,0.6
Cc1cccc(N2C(=O)NC(=O)/C(=C/c3ccc(N4CCOCC4)cc3)C2=O)c1,9,-1.8,9,1.2,-1.4,0.0,-0.8,-0.4,3,1,0.8
Cc1cc(OCC(=O)OC(C)C)c2c3c(c(=O)oc2c1)CCCC3,13,-1.2,-27,-0.7,3.3,-0.7,1.8,-0.2,-4,-9,2.8
O=c1[nH]c(=O)n(C2CCCCCC2)c(O)c1C=NCCCN1CCOCC1,2,-0.9,-5,-1.7,0.1,0.5,-0.8,-0.1,0,-2,-0.1
O=C1C=CC(=O)C=C1,0,-0.4,-4,-0.7,1.0,-0.3,-0.6,0.5,2,-6,1.2
CC(NCc1ccc(Cl)cc1Cl)C(O)c1ccccc1 (configuration not stated),-12,-0.8,4,-0.6,3.6,1.2,-2.1,0.0,4,-2,4.1
CC(=O)C1(O)CCC2C3CCC4=C(Cl)C(=O)CCC4(C)C3CCC21C (configuration not stated),0,-1.4,-3,-2.4,-1.6,-0.1,1.7,-1.3,-3,-1,0.5
Cc1ccc2c(c1)C1CN(C)CCC1N2C(=O)c1ccc(Br)o1 (configuration not stated),-6,0.6,-11,3.0,0.1,-0.3,-1.6,-0.4,-1,-2,1.7
O=C1CC(=O)N(Cc2ccccc2)C(=S)N1,2,-1.1,-1,1.0,-0.5,-1.2,0.6,0.3,-3,-2,0.2
# Continuation.
SMILES,GC-A act,ssDAF12 agonist,ADAM10 inh,hcDAF12 agonist,hgDAF12 agonist,DAX1 inh-1,PG9 Ab binder,DAX1 inh-2,SMARCA2 act,ADAM17 inh,GAA850 FXN act
Nc1nonc1C(=O)N/N=C/c1ccc([N+](=O)[O-])o1,0,-1.5,-5,-0.7,-9.9,-2.4,-1.8,-2.2,-2,1,0.6
COC(=O)CN(CCCl)P1(=O)OCCCN1CCCl (configuration not stated),-1,0.2,-5,0.1,-1.9,nt,2.1,-0.6,0,2,nt
O=C(COC(=O)Cc1ccccc1)NC(=O)NC1CCCCC1,1,-0.8,-2,1.5,1.8,0.0,-1.3,2.5,-1,0,1.9
C[C@H](NC(=O)N1C[C@H]2C[C@@H](C1)c1cccc(=O)n1C2)C(=O)Nc1ccc(F)c(F)c1,4,-1.2,-3,0.8,-2.1,0.1,-1.2,0.8,-3,-3,1.0
O=[N+]([O-])c1cccnc1N1CCCNCC1,1,-1.2,-4,-0.9,-2.0,-0.3,-1.1,0.1,1,0,0.0
CN1C(=O)N(C)C(=O)C2(Cc3cc([N+](=O)[O-])ccc3N3CCN(C(=O)c4ccccc4)CC32)C1=O (configuration not stated),-6,-1.3,0,-0.6,-0.7,0.5,-0.8,0.0,-6,-6,-0.9
CSc1nc(NC(C)C)nc(NC(C)C)n1,0,-1.1,-10,-2.3,-4.0,-0.1,0.9,1.2,-3,-6,3.5
O=P(O)(O)CN1CCNCCN(CP(=O)(O)O)CCNCC1,0,-0.4,8,-0.5,-1.4,1.1,-2.2,0.4,7,0,-0.2
